TWEAK-Fn14 inh = blocks TWEAK-Fn14 interaction in a reporter cell assay; actives 2% (n = 360,000); inhibition, % at 10 µM; TWEAK-stimulated Fn14 reporter cells, luciferase luminescence, 8 h; in the data active = inhibition above about 50%
NCOA2 inhibitor = human SRC2 (NCOA2) inhibition; Q15596; HEK293 GAL4-SRC2 luciferase reporter, luminescence; inhibition, % at 9 µM; actives 0.17% (n = 370,000); AID 651957;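 active = inhibition above the mean inhibition of all tested compounds plus 3 SD, set per campaign, cut at about 52% in these data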;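 note: 0% = DMSO treated cells and 100% = cells given Gossypol at 36 µM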
SRC1 inh = inhibitors of human steroid receptor coactivator 1 (SRC1). Q15788. inhibition, % at 3.6 µM. actives 0.12% (n = 360,000). HEK293 GAL4-SRC1 luciferase reporter, luminescence. AID 588354;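 active = inhibition above the campaign mean plus 3 SD, with each screening campaign given its own cutoff, cut at about 60% in these data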;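 note: 0% = DMSO treated cells and 100% = gossypol at 36 µM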
NCOA3 inh = inhibits human SRC3 coactivator; HEK293 GAL4-SRC3 luciferase reporter, luminescence; inhibition, % at 3.6 µM; Q9Y6Q9; actives 0.17% (n = 360,000);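 active = inhibition above a per-campaign cutoff, the mean of all compounds plus 3 SD, cut at about 60% in these data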;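 note: 0% = DMSO-treated cells and 100% = gossypol-treated cells at 36 µM; higher means less SRC3-driven luciferase light from the GAL4 reporter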
TROY signal inh = TROY signaling inhibition; Q293 LMP1-TROYcd NF-kB luciferase reporter, 4 h; inhibition, % at 10 µM; actives 0.98% (n = 360,000);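 active = compounds whose plate-normalised and pattern-corrected inhibition of the luciferase reporter signal at the single screening dose is 50% or more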
Granule exo inh = blocks lytic granule exocytosis | actives 0.66% (n = 360,000) | TALL-104 LAMP-1 surface exposure, flow cytometry; cells stimulated with thapsigargin and PMA | AID 651702 | inhibition, % at 10 µM;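 active = inhibition above about 55%, limit read from the data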
NOD2 RIPK2 PPI = NOD2-RIPK2 protein interaction inhibition; O43353; CHO BLA complementation NOD2-RIPK2, CCF4 ratio; inhibition, % at 4.98 µM; actives 0.38% (n = 360,000); AID 624267; in the data active = inhibition above about 21%;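 note: 0% = vehicle only and 100% = reference blocker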
ABHD5 PLIN5 PPI = ABHD5-PLIN5 protein interaction inhibition | inhibition, % at 4 µM | actives 0.78% (n = 360,000) | Split G. princeps luciferase complementation, luminescence, 4 h;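 active = inhibition above the mean inhibition across every tested compound plus 3 SD, cut at about 22% in these data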;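 note: 0% = DMSO only wells and the 100% control is not disclosed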
NR5A2 inv ag = inverse agonists of human LRH-1 (NR5A2); O00482; HEK293T StAR-luciferase reporter, LRH-1 transfected, 24 h; inhibition, % at 3.6 µM; actives 0.13% (n = 360,000);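 active = inhibition above the mean inhibition of all tested compounds plus 3 SD, cut at about 73% in these data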;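 note: 0% = DMSO wells and 100% = reporter-only cells lacking LRH-1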
Target sequence (O00482 whole entry, looked up): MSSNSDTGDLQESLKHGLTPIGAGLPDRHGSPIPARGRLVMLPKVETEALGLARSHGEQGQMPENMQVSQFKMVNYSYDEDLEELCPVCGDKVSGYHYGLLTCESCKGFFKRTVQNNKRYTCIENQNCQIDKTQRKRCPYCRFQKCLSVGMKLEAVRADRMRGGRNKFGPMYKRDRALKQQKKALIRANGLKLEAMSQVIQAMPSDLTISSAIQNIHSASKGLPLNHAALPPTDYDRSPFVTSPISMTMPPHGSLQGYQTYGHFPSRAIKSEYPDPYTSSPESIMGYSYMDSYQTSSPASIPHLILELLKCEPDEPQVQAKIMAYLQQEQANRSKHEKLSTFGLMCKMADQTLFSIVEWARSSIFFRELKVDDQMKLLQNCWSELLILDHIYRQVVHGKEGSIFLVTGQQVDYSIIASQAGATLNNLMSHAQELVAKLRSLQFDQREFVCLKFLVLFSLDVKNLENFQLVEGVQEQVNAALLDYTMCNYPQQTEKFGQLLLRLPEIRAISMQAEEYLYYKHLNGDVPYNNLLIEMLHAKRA
TLR9-MyD88 inh = inhibitors of human TLR9-MyD88 binding. Q9NR96+Q99836. CHO BLA complementation TLR9-MyD88, CCF4 FRET ratio. inhibition, % at 4.98 µM. actives 0.21% (n = 340,000);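 active = inhibition above the mean over all tested compounds plus 3 SD, cut at about 21% in these data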;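 note: 0% = DMSO only wells and 100% = clavulanate BLA inhibitor control wells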
NR2F2 inh = blocks human COUP-TFII nuclear receptor | P24468 | HEK293T NGFI-A luciferase reporter, luminescence | inhibition, % at 8.6 µM | actives 0.7% (n = 370,000) | AID 686940;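 active = inhibition above a per-plate cutoff, mean inhibition of test wells between control levels plus 3 SD, cut at about 38% in these data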;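 note: cells cotransfected with COUP-TFII expression vector driving the NGFI-A reporter; 0% = median of COUP-TF2 test wells and 100% = reporter-only cells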
Target sequence (P24468 whole entry, looked up): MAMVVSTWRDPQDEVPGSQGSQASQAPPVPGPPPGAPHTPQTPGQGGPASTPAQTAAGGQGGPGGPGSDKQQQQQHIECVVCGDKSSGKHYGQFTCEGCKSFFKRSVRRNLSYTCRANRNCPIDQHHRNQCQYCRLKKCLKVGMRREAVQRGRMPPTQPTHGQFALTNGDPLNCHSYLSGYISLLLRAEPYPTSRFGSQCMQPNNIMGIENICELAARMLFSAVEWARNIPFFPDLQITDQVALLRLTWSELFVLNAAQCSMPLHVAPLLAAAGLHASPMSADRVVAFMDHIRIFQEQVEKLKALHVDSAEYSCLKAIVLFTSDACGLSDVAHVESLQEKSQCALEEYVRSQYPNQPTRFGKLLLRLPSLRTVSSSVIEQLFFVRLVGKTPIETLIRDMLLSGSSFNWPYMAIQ
An asterisk follows results filed as active; . = not tested or not shown. These rows are one share of the data; rates above refer to the full screens.

Each structure is followed by: TWEAK-Fn14 inh	NCOA2 inhibitor	SRC1 inh	NCOA3 inh	TROY signal inh	Granule exo inh	NOD2 RIPK2 PPI	ABHD5 PLIN5 PPI	NR5A2 inv ag	TLR9-MyD88 inh	NR2F2 inh
1) COc1ccc(OCCN2CCC(C(=O)NC(c3ccc(OC)cc3)c3ccccn3)CC2)cc1 (stereo unspecified)
→ -2.2	11.4	-2.0	-7.4	7.3	2.0	2.9	3.4	5.3	.	-2.2
2) O=[N+]([O-])c1ccc(C[n+]2cc(-c3ccccc3)n3c2CCCCC3)cc1
→ -4.2	9.9	-18.3	12.8	11.2	-5.4	-1.9	2.3	10.4	-6.4	7.2
3) O=C(N/N=C(\c1ccccc1)c1ccccn1)c1ccccc1Cl
→ 0.8	-0.1	33.4	37.9	-26.4	1.6	-4.7	-6.6	34.5	-9.6	10.1
4) O=C(c1ccccc1)N1N=C(C(F)(F)F)CC1(O)c1ccccc1O (stereo unspecified)
→ -5.6	-16.3	-19.5	-10.5	-17.2	3.9	-16.1	-0.4	-8.7	-10.8	-22.2
5) CCOC(=O)/C(C#N)=C\c1ccc(CC)s1
→ -16.2	-22.3	-32.0	-24.8	-64.3	-0.1	-8.5	-0.3	-9.5	-0.7	-11.8
6) COc1ccc(-n2c(SCC(=O)c3ccc[nH]3)nnc2-c2ccccc2)cc1
→ 13.3	-22.5	8.4	-22.9	-4.3	1.4	-5.0	8.0	-5.0	0.5	11.4
7) CC(C)Cn1cnc2c(SCc3ccc(Cl)cc3)nc(N)nc21
→ -13.9	-28.2	7.0	-13.8	-10.7	90.1*	-5.2	-5.0	1.7	7.2	-1.3
8) COCCN1C(=O)C(=O)/C(=C(/O)c2ccc(S(=O)(=O)N3CCOCC3)cc2)C1c1ccc(OC)c(OC)c1 (stereo unspecified)
→ -5.4	-12.4	-2.7	1.5	-1.7	4.3	-5.0	2.2	-18.6	3.9	8.6
9) Cc1cccc2cc(/C=N/Nc3ccc(C(=O)O)cc3)c(Cl)nc12
→ 9.6	-25.9	-134.3	-91.1	-38.8	8.9	3.6	2.3	-233.3	3.3	-52.2
10) Cc1ccc(C(=O)Oc2ccccc2N2C(=O)C3C4CCC(C4)C3C2=O)cc1 (stereo unspecified)
→ 27.9	7.8	1.7	-12.4	-2.8	8.6	-5.8	1.4	-14.6	-2.1	-0.5

The results go on:
Each structure is followed by: TWEAK-Fn14 inh	NCOA2 inhibitor	SRC1 inh	NCOA3 inh	TROY signal inh	Granule exo inh	NOD2 RIPK2 PPI	ABHD5 PLIN5 PPI	NR5A2 inv ag	TLR9-MyD88 inh	NR2F2 inh
11) CC(C)(C)NC(=O)C(=O)NCc1ccncc1
→ -6.5	4.4	2.8	14.4	-11.4	-4.1	-13.2	0.4	21.9	4.9	-1.0
12) Cc1cc(Br)c(NC(=O)c2c(-c3c(Cl)cccc3Cl)noc2C)c(Br)c1
→ -19.3	13.4	17.8	-16.3	-12.4	-1.4	-12.7	7.8	11.7	-8.6	-9.3
13) Cc1cc(C)cc(NC(=O)c2ccc(S(=O)(=O)C(F)F)cc2)c1
→ -31.5	-72.0	5.5	-25.0	-31.5	-0.5	-11.3	-5.2	-10.1	3.6	-9.8
14) COc1ccc(Cc2nnc(NC(=O)c3cc(OC)c(OC)c(OC)c3)s2)cc1
→ -23.9	-10.6	1.1	-12.6	4.5	10.2	-2.2	0.5	-6.4	3.1	5.2
15) CCC(NC(=O)c1ccccc1NC(=O)C(C)(C)C)C(=O)N1CCCC1 (stereo unspecified)
→ 23.2	-28.0	2.0	12.3	-1.2	-5.9	-6.1	-2.3	20.1	-3.2	1.9
16) CN(CC(=O)Nc1ccccc1Br)C(=O)c1cc([N+](=O)[O-])ccc1N1CCOCC1
→ 17.8	20.2	3.2	-15.5	-13.9	-3.9	-0.5	-3.6	-20.6	5.9	6.9
17) Cn1c(=O)c2c(nc(SCC(=O)c3cccs3)n2Cc2ccc(F)cc2)n(C)c1=O
→ -3.6	20.0	9.1	27.3	-18.0	-1.5	-14.6	7.0	14.3	0.5	13.6
18) CCC1(CC)NC(=O)N(CC(=O)N2CCN(S(=O)(=O)c3cccc(F)c3)CC2)C1=O
→ 7.0	-35.5	-5.5	-5.7	-14.1	4.7	-2.7	-11.0	5.5	1.2	2.2
19) O=C(CSc1nnc(CNC(=O)c2c(F)cccc2F)o1)c1ccccc1
→ -4.8	-24.7	-47.6	19.9	-32.9	3.1	-0.3	8.5	19.1	0.1	-6.1
20) Cc1nnc(SCC(=O)NC2CCCCCC2)n1C
→ -11.7	-15.6	11.0	-16.5	21.5	1.6	-15.7	-4.0	6.1	4.0	-2.4

Shown as a hit in Granule exo inh (from the list above):
| No. | SMILES | TWEAK-Fn14 inh | NCOA2 inhibitor | SRC1 inh | NCOA3 inh | Granule exo inh | NOD2 RIPK2 PPI | ABHD5 PLIN5 PPI | NR5A2 inv ag | TLR9-MyD88 inh | NR2F2 inh |
| --- | --- | --- | --- | --- | --- | --- | --- | --- | --- | --- | --- |
| 7 | CC(C)Cn1cnc2c(SCc3ccc(Cl)cc3)nc(N)nc21 | -13.9 | -28.2 | 7.0 | -13.8 | 90.1* | -5.2 | -5.0 | 1.7 | 7.2 | -1.3 |

Remaining list, next part.
Each structure is followed by: TWEAK-Fn14 inh	NCOA2 inhibitor	SRC1 inh	NCOA3 inh	TROY signal inh	Granule exo inh	NOD2 RIPK2 PPI	ABHD5 PLIN5 PPI	NR5A2 inv ag	TLR9-MyD88 inh	NR2F2 inh
21) Cc1ccc(C(=O)COC(=O)CCC(=O)Nc2ccccc2Cl)cc1[N+](=O)[O-]
→ 11.4	-11.6	-4.0	4.8	-1.1	-2.2	12.1	3.5	-2.4	7.0	4.1
22) CC(=O)Nc1ccc(S(=O)(=O)Nc2nnc(Cc3ccc(Cl)cc3)s2)cc1
→ 2.4	-8.0	-13.4	4.5	-12.4	-5.7	-3.1	12.7	-1.7	-8.5	-4.9
23) CCOC(=O)CCC(NC(=O)CCCCCCCCC(=O)NC(CCC(=O)OCC)C(=O)OCC)C(=O)OCC (stereo unspecified)
→ -12.8	-3.8	-28.2	-3.0	-6.5	-4.1	5.4	0.4	7.5	-6.5	3.2
24) C[C@H](NC(=O)C1CCN(C(=O)[C@H](Cc2ccccc2)NC(=O)OC(C)(C)C)CC1)C(=O)O
→ 10.1	-25.3	-2.4	7.3	4.0	-4.7	-7.2	2.0	-10.3	5.4	12.1
25) COc1ccc(-c2nnc(SCC(=O)N3CCCCC3)o2)cc1
→ -40.3	-25.6	-11.8	-24.8	-40.5	8.1	-4.7	8.5	-25.3	-10.1	-19.7
26) COc1ccc(C)cc1S(=O)(=O)N(CC(=O)N1CCOCC1)Cc1ccccc1
→ 3.2	-6.8	7.3	-3.1	3.4	-3.0	-0.8	-0.1	-14.6	6.1	-2.0
27) O=C(COC(=O)CCN1C(=O)c2ccccc2C1=O)Nc1ccc(S(=O)(=O)N2CCCC2)cc1
→ -14.8	13.3	-7.3	0.6	6.9	-1.2	7.1	-1.0	8.9	-2.5	2.6
28) CN(C)C(CNC(=O)c1ccc2ccccc2n1)c1ccccc1 (stereo unspecified)
→ 3.0	-58.4	10.6	2.6	-26.1	3.6	-1.9	4.2	8.2	5.8	-4.8
29) CCN(CC(=O)NC1CCS(=O)(=O)C1)S(=O)(=O)c1cc(Br)ccc1Br (stereo unspecified)
→ 7.5	5.8	-10.2	4.4	0.8	-1.3	-4.1	3.1	-8.7	0.2	8.3
30) COc1ccc(/C=N/NC(=O)C(=O)N2CCCC2)cc1OC
→ -5.2	-21.1	-0.7	9.6	-4.0	-1.5	-7.9	-6.3	-3.6	-11.9	4.4

The listing continues.
Each structure is followed by: TWEAK-Fn14 inh	NCOA2 inhibitor	SRC1 inh	NCOA3 inh	TROY signal inh	Granule exo inh	NOD2 RIPK2 PPI	ABHD5 PLIN5 PPI	NR5A2 inv ag	TLR9-MyD88 inh	NR2F2 inh
31) O=C(O)CCC(=O)OC1CC2CCC1C2 (stereo unspecified)
→ -11.6	-5.4	-15.8	9.2	2.0	-4.7	-7.5	0.2	-18.2	-7.8	1.7
32) CCN(CC(=O)Nc1ccccc1C(F)(F)F)C(=O)c1ccc2c(=O)n3c(nc2c1)CCC3
→ -4.0	13.5	7.1	11.9	4.6	-4.9	-5.0	6.1	9.1	0.8	13.8
33) CC(C)CCNC(=O)C1CCCN(S(=O)(=O)c2ccc(-n3cnnn3)cc2)C1 (stereo unspecified)
→ 15.5	-18.2	4.0	-11.8	-3.1	6.1	-12.2	3.8	-5.6	3.3	14.6
34) CCOC(=O)CSc1nc2ccccc2n1CC(=O)NC(C)(C)C
→ 7.1	13.8	-3.9	10.6	8.1	-1.9	2.5	10.1	4.0	5.1	12.6
35) Cc1ccc(CN2CCC[C@]3(N[C@H](c4ccc(C)cc4)[C@@H]4C(=O)N(C)C(=O)[C@@H]43)C2=O)cc1
→ -17.0	-26.3	0.2	-19.8	-4.5	6.7	-24.0	-3.2	18.1	-3.7	-2.5
36) CCC1CCCCN1CCCNC(=O)c1csc2c1CCCCC2 (stereo unspecified)
→ 19.5	2.3	-3.8	-51.2	-35.3	2.5	-5.4	9.3	13.9	-2.2	4.2
37) CCOc1cc(CNC(=O)CCCn2c(=O)c3cccn3c3cccnc32)cc(OCC)c1OCC
→ -40.3	-1.7	-16.0	-12.6	12.9	3.1	-5.8	4.5	-12.8	4.0	-3.0
38) CCOC(=O)[C@]12CCCC=C1N(Cc1ccc(Cl)cc1Cl)C(=O)[C@H](CC(=O)N1CCC(c3ccccc3)CC1)C2
→ 16.5	12.6	.	.	-10.1	2.4	0.3	4.3	-6.2	.	-3.5
39) Cc1ccccc1NC(=S)N(CCCN1CCCCC1)Cc1ccco1
→ -5.3	23.8	-6.3	10.3	-1.0	3.6	0.4	-0.3	14.4	-1.5	3.3
40) Cc1csc(NC(=O)CSc2nc(=O)cc(N)n2-c2ccc(F)cc2)n1
→ 27.6	5.5	23.2	14.5	-68.1	7.5	-6.2	4.3	15.9	2.8	-6.9

Next section:
Each structure is followed by: TWEAK-Fn14 inh	NCOA2 inhibitor	SRC1 inh	NCOA3 inh	TROY signal inh	Granule exo inh	NOD2 RIPK2 PPI	ABHD5 PLIN5 PPI	NR5A2 inv ag	TLR9-MyD88 inh	NR2F2 inh
41) CCC1(C)Cc2c(C#N)c(N)n(-c3ccccc3)c(=O)c2CO1 (stereo unspecified)
→ -17.2	-1.0	2.7	10.6	-12.8	-0.9	5.3	6.2	2.6	-16.0	-5.8
42) O=C(O)c1ccc(C(=O)C(=O)c2ccccc2)cc1
→ -5.1	3.6	-0.8	23.8	1.8	0.8	-12.8	2.7	15.5	-9.5	7.9
43) Cc1ccsc1/C=C(\C#N)C(=O)Nc1c(C)n(C)n(-c2ccccc2)c1=O
→ 7.1	-2.7	-14.7	14.3	-3.0	-3.6	-14.3	3.0	11.6	-4.0	-9.0
44) CCOC(=O)CCC(NC(=O)CCCC(=O)NC(CCC(=O)OCC)C(=O)OCC)C(=O)OCC (stereo unspecified)
→ 14.2	20.7	-8.9	23.2	3.8	-0.6	-8.0	-4.5	-2.4	2.4	-7.0
